Screening data deposited in PubChem by several laboratories.
SSB-PriA inh: K. pneumoniae PriA-SSBct interaction inhibition | AlphaScreen SSBct-PriA binding, biotinylated peptide | inhibition, % at 33 µM | 0.6% of 430,000 active; in the data active = inhibition mostly above about 37%, no sharp cut-off; inactive = mostly below about 20%;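 also: plate controls were negative control peptide for no effect and reference peptide for full effect; strong numbers were not always called active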
BoNT A protease: blocks Botulinum neurotoxin A light chain protease. 0.17% of 360,000 active. multiplex microsphere protease substrate cleavage, flow cytometry. inhibition, % at 10 µM; also: plate controls were buffer without enzyme for full effect and enzyme alone for no effect
3CLpro inhibitor: SARS-CoV 3CLpro protease inhibition | P0C6X7 | recombinant SARS-CoV 3CLpro, quenched FRET peptide cleavage | inhibition, % at 6 µM | 0.14% of 290,000 active; in the data active = inhibition above about 12%
Anthrax LF inh2: inhibitors of Bacillus anthracis lethal factor protease | P15917 | multiplex microsphere protease cleavage assay, LF | inhibition, % at 10 µM | 0.12% of 360,000 active | AID 588501; also: plate controls were buffer without enzyme for full effect and enzyme alone for no effect
Target sequence (P15917 whole entry, looked up): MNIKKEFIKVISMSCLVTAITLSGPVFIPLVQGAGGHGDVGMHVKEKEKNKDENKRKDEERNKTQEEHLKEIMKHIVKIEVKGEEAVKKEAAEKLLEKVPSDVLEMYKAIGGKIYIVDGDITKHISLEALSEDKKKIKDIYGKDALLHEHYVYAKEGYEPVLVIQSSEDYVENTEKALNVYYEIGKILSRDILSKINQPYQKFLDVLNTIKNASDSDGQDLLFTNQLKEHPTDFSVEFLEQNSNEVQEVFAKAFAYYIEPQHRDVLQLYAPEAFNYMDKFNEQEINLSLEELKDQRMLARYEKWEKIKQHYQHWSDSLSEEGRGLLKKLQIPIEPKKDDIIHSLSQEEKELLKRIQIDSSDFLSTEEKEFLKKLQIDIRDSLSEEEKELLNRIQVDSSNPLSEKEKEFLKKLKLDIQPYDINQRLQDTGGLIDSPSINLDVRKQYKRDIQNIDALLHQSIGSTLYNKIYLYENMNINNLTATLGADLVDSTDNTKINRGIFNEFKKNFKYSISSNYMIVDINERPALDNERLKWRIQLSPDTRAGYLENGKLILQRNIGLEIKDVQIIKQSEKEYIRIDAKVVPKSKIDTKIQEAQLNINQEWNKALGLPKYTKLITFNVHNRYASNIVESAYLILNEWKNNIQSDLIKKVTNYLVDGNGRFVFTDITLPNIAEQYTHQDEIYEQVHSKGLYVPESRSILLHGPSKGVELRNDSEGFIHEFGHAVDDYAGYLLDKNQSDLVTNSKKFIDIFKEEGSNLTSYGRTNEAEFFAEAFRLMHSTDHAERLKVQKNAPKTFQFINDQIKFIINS
BH1578 lux ind: induces V. cholerae light production without autoinducers; V. cholerae BH1578 lux reporter, luminescence, 6 h; activation, % at 18.7 µM; 0.16% of 350,000 active; AID 588436; in the data active = activation mostly above about 9.7%, no sharp cut-off; inconclusive = no clear call, values can overlap the other calls; inactive = mostly below about 3.7%; also: not every result past the cut was called active; inactives centre near 0; reference of the scale not given here
Y pestis TopoI: inhibitors of Yersinia pestis topoisomerase I | activity, % at 10 µM | Y. pestis Topo-I cleavage product accumulation, plate reader | 0.064% of 360,000 active; in the data active = activity above about 50%, passing the limit was not always enough; inconclusive = no clear call, values can overlap the other calls; also: inactives centre near 2
TcdB GH inh: TcdB glycohydrolase inhibition; TcdB glycohydrolase enzymatic assay, plate reader; inhibition, % at 9.99 µM; 0.24% of 350,000 active; AID 652162; in the data active = inhibition above about 10%
PrPC surface inh: cell surface PrPC inhibition, primary TR-FRET screen | P04156 | TR-FRET read-out | inhibition, % at 13.8 µM | 0.43% of 370,000 active; in the data active = inhibition above about 24%; also: 0% = median of the test wells and 100% = reference compound wells
PfHsp40 yeast: restores yeast growth despite PfHsp40 toxicity | S. cerevisiae expressing PfHsp40, growth rescue, ATP luminescence | growth rescue, % at 12.5 µM | 0.68% of 340,000 active; in the data active = growth rescue above about 28%, passing the limit was not always enough; inconclusive = no clear call, values can overlap the other calls;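 also: yeast W303a lacking pdr1 and pdr3 grown in galactose medium; growth measured after three days at 30 °C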
Starred values were filed as active, the others as inactive; i = inactive; ? = inconclusive; nt = no result given. Rule as the data show it, unless noted: active = inhibition above about 30%; inconclusive = no clear call, values can overlap the other calls; inactive = below that.

entry | Compound | SSB-PriA inh | BoNT A protease | 3CLpro inhibitor | Anthrax LF inh2 | BH1578 lux ind | Y pestis TopoI | TcdB GH inh | PrPC surface inh | PfHsp40 yeast
1 | O=C(NCC1CCCO1)c1ccc(S(=O)(=O)Nc2ccccc2F)cc1 (stereo unspecified) | -8 | -0.5 | nt | -2 | i | -3 | 1.9 | 0 | 0.7
2 | COc1cccc(CN(C)C(=O)c2ccc3c(=O)n4c(nc3c2)CCC4)c1OC | -4 | -1.6 | -4 | -3 | 5.3 | -2 | 1.8 | -1 | -0.4
3 | O=c1oc2ccccc2c(Nc2ccc(Cl)cc2)c1[N+](=O)[O-] | 5 | 0.0 | -1 | 7 | -0.6 | 0 | 0.6 | 12 | 1.2
4 | Cc1cccc(OCCCCNCc2ccccc2)c1 | -19 | -1.4 | 5 | -10 | -0.4 | 8 | 1.0 | -1 | 2.2
5 | O=c1oc2cc(O)ccc2c2oc3cc(O)ccc3c12 | 5 | -0.9 | 0 | -5 | 0.5 | -5 | 2.1 | 2 | -0.5
6 | O=C(COC(=O)c1ccc(O)cc1O)NC(=O)Cc1ccccc1 | -12 | -1.3 | nt | -1 | -0.3 | -1 | 1.2 | -2 | 0.8
7 | Cc1c(C)n(CCc2c[nH]c3ccccc23)ccc1=O | -18 | 0.4 | 3 | -2 | i | -1 | 0.8 | 10 | 1.8
8 | COCCC(=O)N1CCC(Oc2ccc(C(=O)NCc3cccc(C)n3)cc2)CC1 | -6 | -3.8 | -1 | -2 | -0.3 | 4 | 0.3 | -4 | -0.6
9 | CCOC(=O)c1[nH]c(COC(=O)c2ccccc2NC(=O)c2ccco2)c(C(=O)OCC)c1C | 1 | -1.2 | 6 | 0 | -0.4 | 6 | nt | 5 | -1.2
10 | CCOC(=O)C(C)Oc1ccc(=O)n(-c2ccccc2)n1 (stereo unspecified) | 0 | 0.0 | -2 | -1 | -2.0 | 7 | nt | 9 | 0.8
11 | COCCCN(C(=O)c1cc(-c2ccco2)nc2ccccc12)c1c(N)n(Cc2ccccc2)c(=O)[nH]c1=O | -5 | nt | nt | nt | i | 3 | -3.2 | 1 | -0.3
12 | CCC(CC)NC(=O)COC(=O)c1cc(Br)ccc1Cl | -8 | 0.0 | 3 | -3 | -0.4 | 3 | 2.5 | -6 | -0.6
13 | COC(=O)CC1C(=O)NCCN1C(=S)Nc1ccccc1 (stereo unspecified) | -3 | -1.6 | 6 | -3 | -6.2 | -4 | 0.0 | -3 | -0.1
14 | CCOc1ccc(CN(C)CC(=O)Nc2ccc([N+](=O)[O-])cc2Cl)cc1 | 5 | 0.6 | 1 | -2 | -0.3 | -4 | nt | -5 | 0.1
15 | Cc1cccc(OCCN2C(=O)C(=O)c3cccc(C)c32)c1 | -3 | -1.3 | 9 | 1 | i | 11 | nt | -4 | 0.0
16 | COc1ccc(NC(=S)NC23CN4CN(CN(C4)C2)C3)c(OC)c1 | 20 | -0.4 | 0 | 1 | -0.6 | 6 | -2.3 | 8 | 0.2
17 | CCc1ccccc1Oc1nc2cc(-c3cccc(OC)c3)sc2c(=O)n1C | nt | -0.2 | nt | -5 | -0.7 | -5 | 0.8 | -1 | nt
18 | O=C(c1ccco1)N1CCN(c2ncnc3c2cnn3-c2ccccc2)CC1 | -13 | 0.1 | -1 | -12 | -0.5 | 1 | nt | 3 | 0.1
19 | CC(=O)Nc1cc(-c2cccc(CO)c2)cn2c(-c3cccc(C(F)(F)F)c3)cnc12 | nt | 0.2 | nt | 1 | i | -5 | 1.7 | -1 | nt
20 | CCN(CC)CCCn1c(C)cc2c(c1=O)C(c1cccc(Cl)c1)C(C#N)=C(N)O2 (stereo unspecified) | 3 | -0.4 | -1 | 2 | nt | 24 | nt | -8 | -1.1

Part of the list above, with values under each structure.
Below each compound: SSB-PriA inh, BoNT A protease, 3CLpro inhibitor, Anthrax LF inh2, BH1578 lux ind, Y pestis TopoI, TcdB GH inh, PrPC surface inh, PfHsp40 yeast
4	Cc1cccc(OCCCCNCc2ccccc2)c1
  -19, -1.4, 5, -10, -0.4, 8, 1.0, -1, 2.2
5	O=c1oc2cc(O)ccc2c2oc3cc(O)ccc3c12
  5, -0.9, 0, -5, 0.5, -5, 2.1, 2, -0.5
6	O=C(COC(=O)c1ccc(O)cc1O)NC(=O)Cc1ccccc1
  -12, -1.3, nt, -1, -0.3, -1, 1.2, -2, 0.8
7	Cc1c(C)n(CCc2c[nH]c3ccccc23)ccc1=O
  -18, 0.4, 3, -2, i, -1, 0.8, 10, 1.8
8	COCCC(=O)N1CCC(Oc2ccc(C(=O)NCc3cccc(C)n3)cc2)CC1
  -6, -3.8, -1, -2, -0.3, 4, 0.3, -4, -0.6
9	CCOC(=O)c1[nH]c(COC(=O)c2ccccc2NC(=O)c2ccco2)c(C(=O)OCC)c1C
  1, -1.2, 6, 0, -0.4, 6, nt, 5, -1.2
10	CCOC(=O)C(C)Oc1ccc(=O)n(-c2ccccc2)n1 (stereo unspecified)
  0, 0.0, -2, -1, -2.0, 7, nt, 9, 0.8
11	COCCCN(C(=O)c1cc(-c2ccco2)nc2ccccc12)c1c(N)n(Cc2ccccc2)c(=O)[nH]c1=O
  -5, nt, nt, nt, i, 3, -3.2, 1, -0.3
12	CCC(CC)NC(=O)COC(=O)c1cc(Br)ccc1Cl
  -8, 0.0, 3, -3, -0.4, 3, 2.5, -6, -0.6
13	COC(=O)CC1C(=O)NCCN1C(=S)Nc1ccccc1 (stereo unspecified)
  -3, -1.6, 6, -3, -6.2, -4, 0.0, -3, -0.1
14	CCOc1ccc(CN(C)CC(=O)Nc2ccc([N+](=O)[O-])cc2Cl)cc1
  5, 0.6, 1, -2, -0.3, -4, nt, -5, 0.1
15	Cc1cccc(OCCN2C(=O)C(=O)c3cccc(C)c32)c1
  -3, -1.3, 9, 1, i, 11, nt, -4, 0.0
16	COc1ccc(NC(=S)NC23CN4CN(CN(C4)C2)C3)c(OC)c1
  20, -0.4, 0, 1, -0.6, 6, -2.3, 8, 0.2

(more compounds)
entry | Compound | SSB-PriA inh | BoNT A protease | 3CLpro inhibitor | Anthrax LF inh2 | BH1578 lux ind | Y pestis TopoI | TcdB GH inh | PrPC surface inh | PfHsp40 yeast
21 | COc1ccc(C)cc1NC(=O)CN1CCN(c2ccc(F)cc2)CC1 | 3 | -1.3 | 1 | -1 | -2.1 | 8 | nt | 10 | ?
22 | Cc1ccc(NC(=O)CN2C(=O)CN=C(c3ccccc3)c3cc(Cl)ccc32)cc1 | 1 | 0.2 | 7 | -7 | -0.3 | 13 | 0.0 | 7 | -1.1
23 | CC(=O)N1CCN(C(=S)Nc2ccc(Oc3ccccc3)cc2)CC1 | -4 | -1.8 | 2 | -1 | -0.3 | 8 | 0.2 | -2 | -1.0
24 | COc1cccc(NC(=O)C2C3C=CC4(O3)C2C(=O)N(CCCN2CCCC(C)C2)C4C(=O)NC2CCCCC2C)c1 (stereo unspecified) | -3 | -1.2 | 0 | -10 | i | 4 | 1.1 | 8 | -1.0
25 | O=S(=O)(Nc1cccnc1)c1cccnc1 | -2 | 0.2 | nt | 4 | -5.6 | 9 | 3.3 | 1 | -0.2
26 | COc1cc(/C=C/C(=O)OCC(=O)Nc2cc(S(=O)(=O)N(C)C)ccc2Cl)ccc1O | -4 | -0.5 | 0 | -2 | -0.6 | -1 | 0.2 | 7 | -3.5
27 | Cc1nnc(N/N=C/c2ccc(-c3ccccc3F)o2)n1N | nt | 0.1 | 6 | 0 | -0.5 | -1 | -1.0 | -17 | -0.1
28 | COc1ccc(OC)c(NC(=O)CCn2c(=S)[nH]c3ccccc3c2=O)c1 | 1 | -0.1 | -4 | -2 | -3.9 | 9 | 0.7 | 8 | 5.5
29 | COc1ccc(N(C(=O)c2snc(C(N)=O)c2N)C(C(=O)NC2CCCC2)c2cc(OC)ccc2OC)c(OC)c1 (stereo unspecified) | -10 | 0.9 | -1 | -5 | 18 | 27 | 0.5 | -4 | 0.8
30 | O=C(NC(=S)NCc1cccnc1)c1ccc([N+](=O)[O-])cc1 | -3 | 0.3 | 4 | -3 | -0.4 | 2 | 0.9 | -36 | -0.1
31 | CCc1ccc(NC(=O)Nc2cnccn2)cc1 | -7 | 1.7 | -2 | -1 | i | -5 | 1.5 | 4 | -0.9
32 | O=C(CNC(=O)c1ccc(Br)o1)NCCc1ccc(F)cc1 | -1 | 1.2 | 1 | -3 | -0.6 | -8 | -0.5 | 0 | 13
33 | O=C1NC[C@H](CCCCN2C[C@H](Cc3ccc(O)cc3)N(CCc3ccccc3)C(=O)C2=O)N(CC2CCCCC2)C1=O | nt | 1.1 | nt | -1 | nt | nt | -0.2 | 14 | nt
34 | CCOC(=O)c1c(C)[nH]c(C)c1S(=O)(=O)N1CCOCC1 | -1 | 1.3 | -1 | -1 | -4.8 | 1 | -1.2 | 1 | 0.4
35 | CCOc1cc(C(=S)N2CCOCC2)ccc1OC(=O)c1ccccc1 | -5 | 1.3 | -1 | 4 | -0.6 | -2 | 0.5 | 12 | 1.1
36 | CCOC(=O)c1ccc(NC(=O)CC2SC3=NCCN3C2=O)cc1 (stereo unspecified) | -8 | -0.4 | 2 | -14 | i | 1 | -0.2 | -5 | -0.5
37 | CCC(=O)OCCNc1cc(SCCC(=O)OC)c2nonc2c1[N+](=O)[O-] | 5 | -0.2 | -2 | -2 | -0.7 | 10 | nt | -37 | 9.0
38 | O=C(O)c1cc(/C=C/C(=O)c2cc(F)ccc2O)c2c(c1)COCO2 | -10 | -0.4 | 0 | -8 | -0.1 | 5 | -0.3 | 7 | -1.0
39 | CCN1CCN(Cc2ccc(NC(=O)CC3Oc4ccc(C)cc4NC3=O)cc2)CC1 (stereo unspecified) | -14 | 0.2 | -4 | 6 | -0.4 | -2 | 0.2 | -11 | 0.7
40 | CS(=O)(=O)c1ccc(C2=C(CNC(=O)c3ccncc3)[C@H]3CC[C@@H](C2)N3Cc2ccco2)cc1 | nt | -0.1 | nt | -3 | -0.5 | 1 | 1.2 | -5 | nt

Next compounds:
entry | Compound | SSB-PriA inh | BoNT A protease | 3CLpro inhibitor | Anthrax LF inh2 | BH1578 lux ind | Y pestis TopoI | TcdB GH inh | PrPC surface inh | PfHsp40 yeast
41 | NS(=O)(=O)c1ccc(NCc2cnc3ccccc3c2)cc1 | nt | -0.4 | nt | 1 | 5.3 | -2 | 2.0 | 8 | nt
42 | CC(C)OCCCNC(=O)Cn1ncc2c(=O)oc3ccccc3c21 | -19 | 0.0 | 3 | -1 | -0.9 | -8 | nt | -1 | 0.4
43 | Cn1c(SCC(=O)NC2CC2)nnc1-c1cccs1 | -16 | 1.0 | -4 | 0 | -0.1 | 3 | 1.0 | 5 | -2.0
44 | C=CCN1C(=O)/C(=C2/Sc3ccc(OC)cc3N2C)SC1=Nc1ccccc1 | 0 | -0.7 | 0 | 3 | i | 3 | -0.8 | -1 | 1.4
45 | CC(C)c1ccc(CC(=O)N2CCC2(C)C(=O)Nc2cnc3ccccc3c2)cc1 (stereo unspecified) | nt | -0.4 | nt | -5 | -0.4 | 35 | 0.7 | -5 | nt
46 | Cc1c(CC(=O)NCC(=O)NCC(=O)N[C@@H](Cc2ccccc2)C(=O)O)c(=O)oc2c(C)c(O)ccc12 | nt | -0.9 | nt | 3 | -0.5 | -9 | -0.6 | -4 | nt
47 | CCn1c(=O)cc(SCC(=O)N2CCN(Cc3ccc4c(c3)OCO4)CC2)c2ccccc21 | 14 | 2.0 | 2 | 0 | 5.6 | 38 | nt | -3 | 1.2
48 | Cc1c(C(=O)OC(C)C(=O)N(C)Cc2ccccc2)oc2ccccc12 (stereo unspecified) | -7 | -2.3 | nt | 0 | i | 15 | 2.0 | 3 | 0.4
49 | CCCCC(=O)Nc1ccc2c3c(cccc13)CC2 | -12 | 1.2 | -3 | -2 | -0.4 | 5 | nt | -10 | 0.4

An excerpt from above, showing only BH1578 lux ind, Y pestis TopoI and SSB-PriA inh.
| no. | canonical_smiles | BH1578 lux ind | Y pestis TopoI | SSB-PriA inh |
| --- | --- | --- | --- | --- |
| 26 | COc1cc(/C=C/C(=O)OCC(=O)Nc2cc(S(=O)(=O)N(C)C)ccc2Cl)ccc1O | -0.6 | -1 | -4 |
| 32 | O=C(CNC(=O)c1ccc(Br)o1)NCCc1ccc(F)cc1 | -0.6 | -8 | -1 |

A portion of the library; count on the stated rates, not on these rows.
